# FN deposition inh = fibronectin deposition inhibition; AH1F fibroblasts, Alexa488-fibronectin deposition fluorescence, overnight; inhibition, % at 12.6 µM; 350,000 compounds, 0.086% hits; AID 743247;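 active = mean inhibition across replicates of 30% or more, regardless of how many single replicates reach that level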;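 note: positive control wells lacked labelled fibronectin entirely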
#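 Material: AH1F fibroblast monolayer depositing Alexa488-labelled fibronectin into matrix | Input: 10000 AH1F cells/well | Medium: DMEM plus 2% serum, read in PBS | Reagent: Alexa488-fibronectin, 24 nM final in well | Compound dosing: One dose per compound, pinned | Schedule: 1 h adhesion, overnight exposure | Measured by: Fluorescence at 485 nm excitation, 525 nm emission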
# S100A4 MyoIIA = S100A4-myosin IIA interaction inhibition; inhibition, % at 10.7 µM; 360,000 compounds, 0.14% hits; S100A4/TAMRA-MyoIIA peptide fluorescence polarization; P26447;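 active = mean inhibition of at least 70% across replicates, with every replicate also reaching that level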
# Target sequence (P26447 whole entry, looked up): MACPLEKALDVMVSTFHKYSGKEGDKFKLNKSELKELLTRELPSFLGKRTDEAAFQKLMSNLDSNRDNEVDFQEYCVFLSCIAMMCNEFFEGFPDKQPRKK
#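 System – human S100A4 monomer protein, biochemical binding assay · Buffer or medium – Calcium-containing HEPES buffer, pH 7.2 · Timing – 5 min between mix addition and reading · Also added – TAMRA-labelled myosin IIA heavy-chain peptide probe, 5 nM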
# EWS-Fli block = inhibitors of EWS/Fli oncoprotein transcriptional activity | A673 NR0B1-luciferase reporter, viability-normalised | inhibition, % at 12.6 µM | 350,000 compounds, 0.67% hits;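 active = mean inhibition of at least 50% after viability correction, with every replicate also passing that limit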;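 note: firefly luciferase signal divided by Alamar Blue viability fluorescence both relative to DMSO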
# RAD54 inh = RAD54 (human) branch migration inhibition; inhibition, % at 10.4 µM; RAD54 Holliday junction branch migration, FAM/BHQ fluorescence; 360,000 compounds, 0.14% hits;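 active = mean normalized replicate activity at least 40 and at least half of replicates scoring 40 or more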;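 note: 0% = median of neutral control wells and 100% = median of positive control wells; inhibitors cause a drop in the FAM fluorescence signal; in these data hits start at about 50%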
# RAD52 inh = inhibitors of human RAD52 DNA annealing; inhibition, % at 18.7 µM; 360,000 compounds, 0.46% hits; recombinant RAD52 DNA annealing, FRET fluorescence; AID 651710; P43351;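 active = every replicate showing at least 50% inhibition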
# Target sequence (P43351 whole entry, looked up): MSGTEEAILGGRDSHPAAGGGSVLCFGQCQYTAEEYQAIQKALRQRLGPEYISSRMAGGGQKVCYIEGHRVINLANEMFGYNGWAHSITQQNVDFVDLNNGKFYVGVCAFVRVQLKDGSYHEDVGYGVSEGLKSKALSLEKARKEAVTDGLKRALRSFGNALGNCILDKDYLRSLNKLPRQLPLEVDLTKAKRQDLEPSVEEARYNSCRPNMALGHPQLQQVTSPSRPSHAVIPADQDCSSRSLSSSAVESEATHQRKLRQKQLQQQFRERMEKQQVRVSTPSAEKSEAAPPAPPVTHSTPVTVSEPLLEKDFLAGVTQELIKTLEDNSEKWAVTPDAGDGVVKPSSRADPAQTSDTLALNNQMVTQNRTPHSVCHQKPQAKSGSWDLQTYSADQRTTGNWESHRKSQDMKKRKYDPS
# esBAF inh = blocks esBAF chromatin remodeling in mouse ES cells; Bmi1-luciferase knock-in reporter, 24 h; 100% = twice the neutral-well signal; 350,000 compounds, 2% hits; reporter increase, % at 12.5 µM; in the data active = activation above about 40%;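 note: 0% = median of the plate's neutral control wells and 100% = double that signal; a rise in the Bmi1 reporter signal indicates esBAF inhibition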
# E-sel inducer = induces E-selectin expression in human endothelial cells; P16581; HUVEC E-selectin immunofluorescence imaging; normalized: neutral wells 0, TNF-alpha wells 100; activation, % at 7.58 µM; 260,000 compounds, 0.37% hits; AID 686992;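 active = mean E-selectin-positive cell signal at least 10% of the positive control, reached in at least 60% of replicates, without over 20% cell loss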;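 note: in these data hits start at about 27%; measured in HUVEC primary endothelial cells; signal is the percent of cells scored E-selectin positive by PE staining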
#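 Assay system: HUVEC primary endothelial cells. Input: 3,000 HUVEC seeded per well. Doses: one compound dose added by pin transfer. Read-out basis: % PE-positive cells. Benchmarks: TNF-alpha high, DMSO low. Detection: immunofluorescence imaging. Buffer or medium: EGM-2, gelatin.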
# Xi reactivation = X-chromosome reactivation activator. XiGFP mouse fibroblasts, % GFP-positive cells imaging, 3 d; cells co-treated with 5-aza-dC sensitizer; scaled so ellipticine positive control = 100%. activation, % at 7.58 µM. 360,000 compounds, 0.055% hits. AID 743238;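 active = mean normalized replicate activation at least 10% and every replicate at or above 10%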;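 note: 0% = median of on-plate neutral control wells and 100% = ellipticine 6 µM median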
#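 System: 68-5-11 XiGFP fibroblast line | Buffer or medium: DMEM containing 5-aza-dC | Compound: Single point | Times: Compounds 3 days, fix/stain 15 min at room temperature | Benchmarks: Positive control ellipticine, 6 µM final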
# Numbers without * were called inactive; / = not tested or not shown.
SMILES,FN deposition inh,S100A4 MyoIIA,EWS-Fli block,RAD54 inh,RAD52 inh,esBAF inh,E-sel inducer,Xi reactivation
CN(C)C(=O)C[C@H]1CC[C@H]2[C@@H](COC[C@@H](O)CN2C(=O)c2ccncc2)O1,-3,1,-9,7,11,-4,0.0,0.3
COc1ccc(CCNC(=O)C2CC3Cn4c(nc5cc(C)c(C)cc54)C3N2C)cc1 (configuration not stated),7,5,-1,-15,-38,9,-0.1,0.0
CCOC(=O)c1sc2ncnc(Nc3cccc(C(=O)O)c3)c2c1C,5,6,7,-5,-8,-7,/,0.0
CN1C(=O)c2cc(NC(=O)Nc3ccc(Cl)cc3)ccc2OC[C@@H]2O[C@@H](CC(=O)NCCN3CCCCC3)CC[C@@H]21,5,-9,1,7,57*,-3,-0.1,0.0
O=C(COC(=O)c1ccncc1)NCc1ccccc1,/,-2,/,-5,-13,-5,/,/
CCC(=O)N1[C@@H]2c3ccc(/C=C/c4ccccc4)c(=O)n3C[C@@H]2[C@@H](CO)[C@@H]1C(=O)OC,/,-2,1,-6,-1,4,0.2,0.3
CS(=O)(=O)N1CC2(C1)[C@H](c1ccccc1)[C@H](CO)N2C(=O)C1CCC1,/,12,-3,/,-8,/,0.1,-0.1
O=C(CC(=O)NCc1ccc(Cl)cc1)NCc1ccccc1,-1,-6,7,1,-15,-4,0.7,0.1
O=C(O)c1cc(O)c2c(c1)C(=O)c1cccc(O)c1C2=O,8,1,7,-1,-234,-8,-1.6,-0.1
CCSc1nc2ccccc2n1C(=O)/C=C/c1ccc(OC)c(OC)c1,3,/,/,11,/,-9,/,0.9

# Given field by field: part of the list above
CCOC(=O)c1sc2ncnc(Nc3cccc(C(=O)O)c3)c2c1C
  FN deposition inh = 5; S100A4 MyoIIA = 6; EWS-Fli block = 7; RAD54 inh = -5; RAD52 inh = -8; esBAF inh = -7; E-sel inducer = /; Xi reactivation = 0.0

COc1ccc(CCNC(=O)C2CC3Cn4c(nc5cc(C)c(C)cc54)C3N2C)cc1 (configuration not stated)
  FN deposition inh = 7; S100A4 MyoIIA = 5; EWS-Fli block = -1; RAD54 inh = -15; RAD52 inh = -38; esBAF inh = 9; E-sel inducer = -0.1; Xi reactivation = 0.0

CN(C)C(=O)C[C@H]1CC[C@H]2[C@@H](COC[C@@H](O)CN2C(=O)c2ccncc2)O1
  FN deposition inh = -3; S100A4 MyoIIA = 1; EWS-Fli block = -9; RAD54 inh = 7; RAD52 inh = 11; esBAF inh = -4; E-sel inducer = 0.0; Xi reactivation = 0.3

# The list goes on.
SMILES,FN deposition inh,S100A4 MyoIIA,EWS-Fli block,RAD54 inh,RAD52 inh,esBAF inh,E-sel inducer,Xi reactivation
Cn1c(N)c(C(=O)CSc2nn(-c3ccc(F)cc3)c(=S)s2)c(=O)n(C)c1=O,-2,1,15,-3,-6,-3,/,0.2
Cc1cccc(C)c1NC(=O)C1CCN(C(=O)c2cccs2)CC1,-1,2,-6,-3,-2,-6,-0.1,0.0
CO[C@H]1CN(C)C(=O)c2ccc(NC(=O)c3ccccc3)cc2OC[C@@H](C)N(C(=O)CN(C)C)C[C@@H]1C,3,4,2,1,2,3,-0.1,0.5
CC1CCN(S(=O)(=O)c2nnc(NC(=O)c3cccc(Cl)c3)s2)CC1,6,0,-4,-1,-8,-8,2.1,-0.1
O=C(O)C1Cc2ccccc2CN1S(=O)(=O)c1ccc(Cl)cc1 (configuration not stated),9,-7,-4,/,-10,/,1.2,0.0
O=C(CSc1nnc(CNC(=O)c2c(F)cccc2F)o1)NCc1ccccc1Cl,-2,-2,-11,4,-11,-8,0.2,-0.1
Cc1nc(CNC(=O)c2ccccc2OC2CCN(S(C)(=O)=O)CC2)cs1,6,1,-6,/,-16,/,1.7,-0.7
COc1ccc(NC2(c3ccccc3)OC(=O)c3ccccc32)cc1 (configuration not stated),0,2,5,-3,-1,4,/,0.1
Cc1ccc(CNC(=O)CN2C(=O)COc3ccc(S(=O)(=O)N4CCC(C)CC4)cc32)o1,4,0,3,4,-2,1,/,0.0
CN(C)CCN=Cc1c(O)n(Cc2ccc3c(c2)OCO3)c(=O)c2ccccc12,-5,-10,-7,/,-7,/,/,0.1

# A stretch from the list above, as a working copy:
SMILES,FN deposition inh,S100A4 MyoIIA,EWS-Fli block,RAD54 inh,RAD52 inh,esBAF inh,E-sel inducer,Xi reactivation
O=C(COC(=O)c1ccncc1)NCc1ccccc1,/,-2,/,-5,-13,-5,/,/
CCC(=O)N1[C@@H]2c3ccc(/C=C/c4ccccc4)c(=O)n3C[C@@H]2[C@@H](CO)[C@@H]1C(=O)OC,/,-2,1,-6,-1,4,0.2,0.3
CS(=O)(=O)N1CC2(C1)[C@H](c1ccccc1)[C@H](CO)N2C(=O)C1CCC1,/,12,-3,/,-8,/,0.1,-0.1
O=C(CC(=O)NCc1ccc(Cl)cc1)NCc1ccccc1,-1,-6,7,1,-15,-4,0.7,0.1
O=C(O)c1cc(O)c2c(c1)C(=O)c1cccc(O)c1C2=O,8,1,7,-1,-234,-8,-1.6,-0.1
CCSc1nc2ccccc2n1C(=O)/C=C/c1ccc(OC)c(OC)c1,3,/,/,11,/,-9,/,0.9
Cn1c(N)c(C(=O)CSc2nn(-c3ccc(F)cc3)c(=S)s2)c(=O)n(C)c1=O,-2,1,15,-3,-6,-3,/,0.2
Cc1cccc(C)c1NC(=O)C1CCN(C(=O)c2cccs2)CC1,-1,2,-6,-3,-2,-6,-0.1,0.0
CO[C@H]1CN(C)C(=O)c2ccc(NC(=O)c3ccccc3)cc2OC[C@@H](C)N(C(=O)CN(C)C)C[C@@H]1C,3,4,2,1,2,3,-0.1,0.5
CC1CCN(S(=O)(=O)c2nnc(NC(=O)c3cccc(Cl)c3)s2)CC1,6,0,-4,-1,-8,-8,2.1,-0.1
O=C(O)C1Cc2ccccc2CN1S(=O)(=O)c1ccc(Cl)cc1 (configuration not stated),9,-7,-4,/,-10,/,1.2,0.0
O=C(CSc1nnc(CNC(=O)c2c(F)cccc2F)o1)NCc1ccccc1Cl,-2,-2,-11,4,-11,-8,0.2,-0.1
Cc1nc(CNC(=O)c2ccccc2OC2CCN(S(C)(=O)=O)CC2)cs1,6,1,-6,/,-16,/,1.7,-0.7
COc1ccc(NC2(c3ccccc3)OC(=O)c3ccccc32)cc1 (configuration not stated),0,2,5,-3,-1,4,/,0.1
Cc1ccc(CNC(=O)CN2C(=O)COc3ccc(S(=O)(=O)N4CCC(C)CC4)cc32)o1,4,0,3,4,-2,1,/,0.0

# (more compounds)
SMILES,FN deposition inh,S100A4 MyoIIA,EWS-Fli block,RAD54 inh,RAD52 inh,esBAF inh,E-sel inducer,Xi reactivation
Cc1c(Cl)cccc1NC(=S)Nc1ccccn1,-5,-3,10,9,-12,3,1.6,0.0
CCN1CC(=O)N2[C@@H](CO)[C@@H](c3ccc(Br)cc3)[C@@H]2C1,-3,-1,-15,/,-1,/,-0.1,0.1
O=C(OCC(=O)N1c2ccccc2Sc2ccccc21)c1cccnc1,2,-6,3,/,-20,/,-0.4,0.3
CCOP(=O)(c1ccc(N(C)C)cc1)C(O)c1cccnc1 (configuration not stated),-2,0,21,/,14,-6,0.0,0.0
CCCCCC(=O)Oc1cccc(N2C(=O)C3CCCCC3C2=O)c1 (configuration not stated),4,1,6,/,6,/,/,0.0
O=C(NC1CCCc2ccccc21)c1ccccc1 (configuration not stated),2,8,5,/,-7,/,1.6,0.2
CN1CC(=O)N2C(c3cccc([N+](=O)[O-])c3)c3[nH]c4ccccc4c3C[C@H]2C1=O (some centres not stated),-1,3,1,-11,-23,-8,0.2,0.3
CCN1CCN(c2ccc(S(=O)(=O)N3CCCCC3)cc2NC(=O)Cc2c(Cl)cccc2Cl)CC1,13,-4,/,11,-6,-7,-0.8,0.0
CO[C@H]1CN(C)C(=O)c2ccc(NS(C)(=O)=O)cc2OC[C@@H](C)N(C(=O)NC(C)C)C[C@@H]1C,14,5,-1,14,-16,-3,0.1,0.0
Cc1cccn2c(=O)c3cc(C(=O)NC4CCCC4)sc3nc12,/,6,/,11,-6,0,-0.2,0.1
COc1ccc(CC(=O)Nc2ccc(/C(C)=N/NC(=O)c3ccc(OC)cc3OC)cc2)cc1,-2,0,-29,-6,-14,6,-0.2,0.1
CCc1ccc(C(=O)C[n+]2cccc3cc(OC)ccc32)cc1,13,-5,7,-1,-11,-4,/,0.0

# Screens from PubChem.
